F508del corr: F508del CFTR correction, initial screen, CFBE line, single point; AID 720511, 2013; activity (quench increase), % at 7.58 µM; CFBE cells, YFP halide quenching; stimulated with forskolin plus potentiator P3; % fluorescence drop versus neutral controls; 350,000 compounds, 0.36% hits;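 active = mean added fluorescence quench of at least 8% versus neutral control, with both replicates also reaching 8%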;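 also: cells transiently co-express mutant CFTR-F508del with the halide-sensitive YFP; corrector assay measuring rescue of mutant channel to the surface after 24 h compound exposure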
INS-1E GSIS act: GLuc luminescence reporter in INS-1E cells, primary screen for activators of glucose-dependent secretion of insulin | activation, % at 16.6 µM | 370,000 compounds, 0.61% hits | INS-1E GLuc reporter insulin secretion, 2-3 h;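 active = lowest replicate activation of at least 40%, so every replicate reaches that level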;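 also: 0% = median of neutral control wells and 100% = median of IBMX positive control wells; some compounds called inactive have numbers as strong as hits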
RAD54 inh: inhibitors of human RAD54 branch migration, primary screen, biochemical, fluorescence, single point | DNA repair and recombination protein RAD54-like (Homo sapiens), Q92698 | RAD54 Holliday junction branch migration, FAM/BHQ fluorescence | inhibition, % at 10.4 µM | 360,000 compounds, 0.14% hits;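 active = mean normalized replicate activity at least 40 and at least half of replicates scoring 40 or more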;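 also: 0% = median of neutral control wells and 100% = median of positive control wells; inhibitors cause a drop in the FAM fluorescence signal; in these data hits start at about 50%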
Xi reactivation: activators of inactive X chromosome reactivation, primary screen, imaging, XiGFP fibroblasts, GFP high-content imaging, set 2 | XiGFP mouse fibroblasts, % GFP-positive cells imaging, 3 d; cells co-treated with 5-aza-dC sensitizer; scaled so ellipticine positive control = 100% | activation, % at 7.58 µM | 360,000 compounds, 0.055% hits;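 active = mean normalized replicate activation at least 10% and every replicate at or above 10%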;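 also: 0% = median of on-plate neutral control wells and 100% = ellipticine 6 µM median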
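assay system = SV40-immortalized XiGFP fibroblast cells, line 68-5-11 | buffer or medium = DMEM plus 5-aza-dC sensitizer | doses = single-point pinned compound dosing | times = 3-day compound exposure, then 15 min fixation at room temperature | benchmarks = positive control ellipticine, 6 µM final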
ERAP1 HTS inh: human ERAP1 aminopeptidase inhibitors, primary screen, biochemical, single point, plate reader. Endoplasmic reticulum aminopeptidase 1 (Homo sapiens), Q9NZ08. recombinant ERAP1, Leu-AMC fluorescence, 60 min. inhibition, % at 10.7 µM. 340,000 compounds, 0.15% hits. AID 652197, 2013;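 active = mean replicate inhibition of at least 30%, or all replicates individually reaching that 30% level; inactive = mean below 30% and not every replicate reaching it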;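 also: 0% = neutral control wells and 100% = L-leucinethiol positive control wells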
esBAF inh: Bmi1 luciferase reporter increase in mESCs, primary screen, esBAF inhibitor project, mouse ES cells, Bmi1 luciferase knock-in, single point | 24 h; 100% = twice the neutral-well signal | reporter increase, % at 12.5 µM | 350,000 compounds, 2% hits; in the data active = activation above about 40%;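 also: 0% = median of the plate's neutral control wells and 100% = double that signal; a rise in the Bmi1 reporter signal indicates esBAF inhibition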
RAD52 inh: RAD52 DNA annealing inhibitors, primary screen, biochemical, FRET, single point, set 2 | DNA repair protein RAD52 homolog (Homo sapiens), P43351 | recombinant RAD52 DNA annealing, FRET fluorescence | inhibition, % at 18.7 µM | 360,000 compounds, 0.46% hits | AID 651710, 2012;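 active = every replicate showing at least 50% inhibition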
Target sequence (P43351 whole entry, looked up): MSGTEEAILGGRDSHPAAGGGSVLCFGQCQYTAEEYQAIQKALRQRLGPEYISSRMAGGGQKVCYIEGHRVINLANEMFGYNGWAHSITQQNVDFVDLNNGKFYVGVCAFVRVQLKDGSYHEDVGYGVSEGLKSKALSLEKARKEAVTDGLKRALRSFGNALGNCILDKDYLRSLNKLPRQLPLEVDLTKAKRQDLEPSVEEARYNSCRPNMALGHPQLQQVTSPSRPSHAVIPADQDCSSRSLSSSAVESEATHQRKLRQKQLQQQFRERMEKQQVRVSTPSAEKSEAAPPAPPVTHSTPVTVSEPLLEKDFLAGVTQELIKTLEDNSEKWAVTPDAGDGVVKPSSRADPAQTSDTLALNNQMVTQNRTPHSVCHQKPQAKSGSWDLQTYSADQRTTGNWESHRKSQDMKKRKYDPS
ARNT-TACC3 inh: disruptors of ARNT/TACC3 protein interaction, primary screen, biochemical, AlphaScreen, single concentration; AlphaScreen His-ARNT PAS-B/GST-TACC3 binding, luminescence; TACC3 fragment carries E629A point mutation; inhibition, % at 9.99 µM; 390,000 compounds, 0.66% hits; AID 623870, 2012;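 active = mean inhibition of replicates at least 50% and at least half of replicates each reaching 50%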;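 also: 0% = complete ARNT plus TACC3 wells and 100% = ARNT alone without TACC3; many hits fall short of the cut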
Starred values were filed as active, the others as inactive; . = not tested or not shown.

| Compound | ARNT-TACC3 inh | RAD54 inh | Xi reactivation | RAD52 inh | esBAF inh | INS-1E GSIS act | ERAP1 HTS inh | F508del corr |
| --- | --- | --- | --- | --- | --- | --- | --- | --- |
| CCOCCCNC(=O)c1ccc2c(c1)ncn2-c1ccc(CC)cc1 | -6 | -7 | -0.1 | -17 | 2 | 2 | 1 | -0.3 |
| C=CCn1c(C(C)C)nc2ccccc21 | -1 | 7 | 0.0 | 1 | 1 | 8 | -4 | 0.1 |
| Cc1onc(-c2c(Cl)cccc2Cl)c1C(=O)NC(=S)Nc1sc2c(c1C(N)=O)CCC(C)C2 (centres undefined) | -15 | . | 0.0 | -10 | . | -2 | -2 | . |
| O=C(CC1CC1)Nc1ccc2c(c1)[C@H]1C[C@@H](CC(=O)N3CCc4ccccc4C3)O[C@H](CO)[C@H]1O2 | -4 | 2 | -0.1 | -13 | 4 | -11 | -1 | -3.1 |
| COc1cccc(CNC(=O)CCS(=O)(=O)c2ccc3c(c2)oc(=O)n3C)c1 | -13 | -3 | 0.0 | -1 | 3 | 5 | -1 | -2.7 |
| Cc1ccc(C(=O)O)cc1NC(=O)Nc1cccc2ccccc12 | -4 | 5 | 0.5 | -19 | -4 | 29 | -4 | 1.6 |
| CC(=O)C1=CCC(c2ccc(Cl)cc2)N(S(=O)(=O)c2ccccc2)C1 (centres undefined) | . | -2 | 0.0 | -4 | -1 | -9 | -4 | -0.3 |
| Cc1ccccc1-c1ccc2c(c1)O[C@H](CN(C)C(=O)Nc1ccc(F)cc1)[C@@H](C)CN([C@H](C)CO)S2(=O)=O | . | 7 | -0.9 | . | 2 | -24 | . | -4.3 |
| CN1C(=O)C(C)(C)c2cc(S(=O)(=O)N3CCN(c4ccccc4F)CC3)ccc21 | -13 | 6 | 0.1 | -8 | -1 | -21 | 5 | 0.3 |
| COCCNc1cc(C)nc2c(-c3ccccc3OC)c(C)nn12 | -3 | 8 | 0.2 | -1 | -4 | 9 | 2 | 0.4 |
| Cc1ccc(C2C(C(=O)c3cc4ccccc4o3)=C(O)C(=O)N2c2cc(C)on2)cc1 (centres undefined) | -6 | -6 | 0.0 | -1 | 3 | 6 | 4 | 2.9 |
| C[C@@H]1CCCCO[C@H](CN(C)Cc2ccc(C(=O)O)cc2)[C@H](C)CN([C@H](C)CO)C(=O)c2cc(NS(C)(=O)=O)ccc2O1 | 6 | 5 | -0.1 | -3 | 5 | 22 | 2 | -0.2 |
| COc1ccc(NC(=O)c2cc(-c3cc(F)ccc3OC(C)C)n[nH]2)c(OC)c1 | . | 0 | 0.0 | 2 | 1 | -4 | -1 | 5.0 |

3 entries already listed, ordered by formula weight, smallest number first.
| Compound | ARNT-TACC3 inh | RAD54 inh | Xi reactivation | RAD52 inh | esBAF inh | INS-1E GSIS act | ERAP1 HTS inh | F508del corr |
| --- | --- | --- | --- | --- | --- | --- | --- | --- |
| CC(=O)C1=CCC(c2ccc(Cl)cc2)N(S(=O)(=O)c2ccccc2)C1 (centres undefined) | . | -2 | 0.0 | -4 | -1 | -9 | -4 | -0.3 |
| COc1ccc(NC(=O)c2cc(-c3cc(F)ccc3OC(C)C)n[nH]2)c(OC)c1 | . | 0 | 0.0 | 2 | 1 | -4 | -1 | 5.0 |
| Cc1ccc(C2C(C(=O)c3cc4ccccc4o3)=C(O)C(=O)N2c2cc(C)on2)cc1 (centres undefined) | -6 | -6 | 0.0 | -1 | 3 | 6 | 4 | 2.9 |

Molecules listed so far that contain a carbonyl joined to an NH by a bond outside any ring, in the order listed:
| Compound | ARNT-TACC3 inh | RAD54 inh | Xi reactivation | RAD52 inh | esBAF inh | INS-1E GSIS act | ERAP1 HTS inh | F508del corr |
| --- | --- | --- | --- | --- | --- | --- | --- | --- |
| CCOCCCNC(=O)c1ccc2c(c1)ncn2-c1ccc(CC)cc1 | -6 | -7 | -0.1 | -17 | 2 | 2 | 1 | -0.3 |
| Cc1onc(-c2c(Cl)cccc2Cl)c1C(=O)NC(=S)Nc1sc2c(c1C(N)=O)CCC(C)C2 (centres undefined) | -15 | . | 0.0 | -10 | . | -2 | -2 | . |
| O=C(CC1CC1)Nc1ccc2c(c1)[C@H]1C[C@@H](CC(=O)N3CCc4ccccc4C3)O[C@H](CO)[C@H]1O2 | -4 | 2 | -0.1 | -13 | 4 | -11 | -1 | -3.1 |
| COc1cccc(CNC(=O)CCS(=O)(=O)c2ccc3c(c2)oc(=O)n3C)c1 | -13 | -3 | 0.0 | -1 | 3 | 5 | -1 | -2.7 |
| Cc1ccc(C(=O)O)cc1NC(=O)Nc1cccc2ccccc12 | -4 | 5 | 0.5 | -19 | -4 | 29 | -4 | 1.6 |
| Cc1ccccc1-c1ccc2c(c1)O[C@H](CN(C)C(=O)Nc1ccc(F)cc1)[C@@H](C)CN([C@H](C)CO)S2(=O)=O | . | 7 | -0.9 | . | 2 | -24 | . | -4.3 |
| COc1ccc(NC(=O)c2cc(-c3cc(F)ccc3OC(C)C)n[nH]2)c(OC)c1 | . | 0 | 0.0 | 2 | 1 | -4 | -1 | 5.0 |

Screening results: PubChem, Broad Institute

Compounds as they come, and some 3.3% of all compounds hit somewhere here.
